Screening data deposited in PubChem BioAssay by several laboratories.
TRPC4 PAM: allosteric potentiators of mouse TRPC4 channel; Q9QUQ5; HEK293 TRPC4beta/mu-opioid, DAMGO EC20, Fluo-4 Ca2+ flux; active compounds read high; B-score at 10 µM; 310,000 compounds, 0.42% hits;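 active = B-score of calcium response area above 5 SD of library B-scores, with initial fluorescence ratio within 5 SD of library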;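 also: B-score of integrated fluorescence ratio over time as area under calcium response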
TRPC4 block: blocks the mouse TRPC4 cation channel; 300,000 compounds, 0.39% hits; B-score at 10 µM; Q9QUQ5; HEK293 TRPC4beta/mu-opioid, DAMGO-evoked Fluo4 calcium flux; active compounds read low;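 active = B-score over 3 SD under the library average, no early fluorescence shift, positive overall ratio signal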
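Assay system: TRPC4beta/mu-opioid receptor HEK293 cell line; compound dosing: single concentration per test compound; detection: Fluo4 Ca2+ flux fluorescence; evaluation: per-well B score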
hERG protect: compounds protecting human hERG from proarrhythmic drug block; activation (rescue from dofetilide block), less the hit threshold, % at 10 µM; CHO-hERG, FluxOR thallium flux, dofetilide IC70 present; AID 1511; 310,000 compounds, 0.51% hits;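 active = activation above the mean of controls blocked by dofetilide plus 5 SD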;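 also: thallium influx through hERG after potassium depolarization seen as dye fluorescence rise; in these data hits start at about 4.7%; inactives centre near -7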
KCNQ1 inh: blocks the human KCNQ1 potassium channel. CHO-K1 KCNQ1, FluxOR thallium flux fluorescence; active compounds read high. 310,000 compounds, 1.3% hits. B-score at 10 µM. AID 2642. P51787;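 active = compounds whose thallium flux B-score, printed positive for inhibition, exceeds three library SD while starting fluorescence stays within three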;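 also: channel opened by potassium depolarization with thallium stimulus after 20 min compound exposure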
PolyA inhibitor: inhibitors of polyadenylation in S. cerevisiae; S. cerevisiae SKY197-pL101 polyadenylation reporter, beta-gal luminescence; efflux-impaired pdr1/pdr3 knockout yeast; score 100 = 6 SD above DMSO; calls only at 12 µM; 300,000 compounds, 0.02% hits;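 active = lowest replicate activity score at least 50, where 100 means six control SD above control mean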;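 also: yeast exposed to compound for 9 h at 30 °C; higher score means more reporter readthrough which indicates perturbed polyadenylation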
KCNQ1 pot: potentiators or activators of human KCNQ1 potassium channel. 310,000 compounds, 0.35% hits. AID 2648. B-score at 10 µM. CHO-K1 KCNQ1, thallium flux FluxOR fluorescence; active compounds read high;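 active = fluorescence ratio B-score, a plate-corrected score, at least three library SD, with initial intensity B-score within 5 SD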
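Test system: CHO-K1 cells stably expressing KCNQ1 / Medium: assay buffer / Also added: depolarizing K+/Tl+ stimulus, K2SO4 and Tl2SO4 each 12.5 mM in 5x stock / Incubation: 90 min dye loading and 20 min compound exposure, both at room temperature / Signal: thallium influx via FluxOR fluorescence, kinetic imaging / Evaluation: B score of baseline-normalized fluorescence ratio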
KCNK9 inh: human KCNK9 channel inhibition; 310,000 compounds, 1.2% hits; Q9NPC2; HEK293 KCNK9, FluxOR thallium flux fluorescence; active compounds read low; B-score at 10 µM;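 active = ratio B-score over 3 SD below the library mean, with starting fluorescence within 5 SD of its mean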;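 also: negative B-score means less thallium flux so channel inhibition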
Target sequence (Q9NPC2 whole entry, looked up): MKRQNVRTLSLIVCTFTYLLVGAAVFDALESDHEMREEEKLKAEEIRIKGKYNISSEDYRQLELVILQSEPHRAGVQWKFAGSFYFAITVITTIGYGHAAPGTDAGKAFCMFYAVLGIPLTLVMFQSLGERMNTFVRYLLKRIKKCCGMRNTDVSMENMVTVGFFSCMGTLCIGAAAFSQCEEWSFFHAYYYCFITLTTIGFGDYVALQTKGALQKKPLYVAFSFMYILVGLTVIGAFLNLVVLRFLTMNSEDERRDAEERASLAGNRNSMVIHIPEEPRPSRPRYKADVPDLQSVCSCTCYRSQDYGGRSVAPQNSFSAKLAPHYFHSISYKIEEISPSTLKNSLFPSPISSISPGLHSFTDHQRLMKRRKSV
TRPC4 agonist: activators of mouse TRPC4 channel. Q9QUQ5. HEK293 TRPC4beta/mu-opioid, Fluo4 calcium fluorescence; active compounds read high. B-score at 10 µM. 310,000 compounds, 0.49% hits. AID 2237;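 active = B-score above 5 SD of library B-scores, and initial fluorescence ratio not above library mean plus 5 SD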;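 also: positive B-score marks a calcium rise read as TRPC4 activation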
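System – HEK293 cells stably co-expressing mouse TRPC4beta and mu-opioid receptor · Signal – Fluo4 calcium-sensitive dye fluorescence, kinetic, 1 Hz baseline · Benchmarks – buffer (low) and maximal DAMGO (high) · Read-out – B score of integrated fluorescence ratio per well · Incubation – dye loading 45 min room temperature, 110 s kinetic read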
Platelet DG rel: platelet dense granule release activity; human platelet-rich plasma, SFLLRN dense granule ATP release, luminescence; inhibition, %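 (compounds screened at 7.5 µM in platelet-rich plasma)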; 300,000 compounds, 0.22% hits;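 active = mean replicate score, as percent of positive control, at or above 50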
KCNK3 inh: human KCNK3 channel inhibition, primary screen; CHO-KCNK3 thallium flux, FluxOR fluorescence; active compounds read low; 340,000 compounds, 0.84% hits; B-score at 10 µM; AID 602410; O14649;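 active = B-score under library mean minus 4 SD, starting fluorescence ratio at most library mean plus 5 SD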;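 also: more negative B-score means stronger inhibition of thallium flux through KCNK3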
Target sequence (O14649 whole entry, looked up): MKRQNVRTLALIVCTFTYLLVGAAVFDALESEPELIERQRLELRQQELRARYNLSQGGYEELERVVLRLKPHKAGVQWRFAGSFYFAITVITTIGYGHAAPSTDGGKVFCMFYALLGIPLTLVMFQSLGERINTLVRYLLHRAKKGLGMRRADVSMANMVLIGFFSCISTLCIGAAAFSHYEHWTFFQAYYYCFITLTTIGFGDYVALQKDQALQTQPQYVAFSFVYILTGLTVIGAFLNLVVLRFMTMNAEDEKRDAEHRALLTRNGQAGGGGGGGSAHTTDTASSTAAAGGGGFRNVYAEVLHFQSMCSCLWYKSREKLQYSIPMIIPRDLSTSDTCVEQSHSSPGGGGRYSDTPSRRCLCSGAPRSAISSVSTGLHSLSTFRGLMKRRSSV
DYRK1A inh: inhibitors of rat Dyrk1A kinase | Q63470 | ADP-Glo luminescence, NFATc1 peptide | inhibition, % at 12.5 µM | 310,000 compounds, 0.43% hits | AID 504441; in the data active = inhibition above about 50%;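 also: plate controls were vehicle with enzyme for no effect and no enzyme for full effect; many of its hits are not listed in these tables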
An asterisk follows results filed as active; i = inactive; · = no result given. Some of the compounds tested, so the mix of outcomes need not match the whole.

SMILES	TRPC4 PAM	TRPC4 block	hERG protect	KCNQ1 inh	PolyA inhibitor	KCNQ1 pot	KCNK9 inh	TRPC4 agonist	Platelet DG rel	KCNK3 inh	DYRK1A inh
CCC(=O)N1CCCc2cc(S(=O)(=O)NCc3cccs3)ccc21	i	i	-7	i	i	i	i	i	-2	i	3
CN(C)CCNC(=O)C(C(=O)c1ccccc1)n1ccccc1=O (stereo unspecified)	i	i	-14	i	i	i	i	i	3	i	3
Cc1ccc(-c2nc3ccccc3c(=O)n2CCCN2CCOCC2)cc1	i	i	-19	i	i	i	i	i	-5	i	1
Cc1ccc(NC(=O)CN(C)C(=O)CNC(=O)c2ccc3c(c2)OCO3)cc1	i	i	-5	i	i	i	i	i	-8	i	1
CCOc1ccccc1N1CCN(C(=O)c2csc(C)c2CC)CC1	i	i	-7	i	i	i	i	i	4	i	·
O=C(O)c1ccc(S(=O)(=O)NC2CCCCCC2)cc1	i	i	-3	i	i	i	i	i	0	i	-7
CCN(C(=O)COC(=O)c1cc(NS(=O)(=O)c2ccc(Cl)c([N+](=O)[O-])c2)ccc1O)C1CCCCC1	i	i	-9	i	i	i	i	i	-3	i	0
O=C(c1cccnc1)n1nc(NCc2ccccc2)nc1NCc1ccccc1	i	i	-11	i	i	i	i	i	36	i	6
COc1ccc(C(=O)COC(=O)CNC(=O)c2ccc(Cl)cc2Cl)c(OC)c1	i	i	-12	i	i	i	i	i	-10	i	1
Cc1ccc(C2N(c3ccccc3)C(=O)N3CCCN23)cc1 (stereo unspecified)	i	i	-10	i	i	i	i	i	2	i	-12
COc1cc(CNc2ccc(O)cc2)cc(Br)c1OCc1ccccc1F	i	i	-7	i	i	i	i	i	7	i	0
CCCN1C(=O)C(NC(C)=O)c2ccccc21 (stereo unspecified)	i	i	-12	i	i	i	i	i	0	i	0
NS(=O)(=O)c1ccc(CCNC(=O)C2CCC(CNS(=O)(=O)c3ccc(Br)s3)CC2)cc1 (stereo unspecified)	i	i	-4	i	i	i	i	i	0	i	5
COc1cccc(NC(=O)c2ccccc2-c2ccccc2)c1	i	i	-4	i	i	i	i	i	10	i	-6
CC(C)OP(=O)(c1ccc(N(C)C)cc1)C(O)c1cccnc1 (stereo unspecified)	i	i	-7	i	i	i	i	i	-17	i	·

Results in hERG protect, KCNK3 inh and TRPC4 agonist, for 4 of the compounds above:
| Compound | hERG protect | KCNK3 inh | TRPC4 agonist |
| --- | --- | --- | --- |
| NS(=O)(=O)c1ccc(CCNC(=O)C2CCC(CNS(=O)(=O)c3ccc(Br)s3)CC2)cc1 (stereo unspecified) | -4 | i | i |
| Cc1ccc(C2N(c3ccccc3)C(=O)N3CCCN23)cc1 (stereo unspecified) | -10 | i | i |
| COc1ccc(C(=O)COC(=O)CNC(=O)c2ccc(Cl)cc2Cl)c(OC)c1 | -12 | i | i |
| CN(C)CCNC(=O)C(C(=O)c1ccccc1)n1ccccc1=O (stereo unspecified) | -14 | i | i |

Continued:
SMILES	TRPC4 PAM	TRPC4 block	hERG protect	KCNQ1 inh	PolyA inhibitor	KCNQ1 pot	KCNK9 inh	TRPC4 agonist	Platelet DG rel	KCNK3 inh	DYRK1A inh
CCCOc1ccc2c3c(c(=O)oc2c1)CCCC3	i	i	-3	i	i	i	i	i	3	i	8
Cc1ccc(-c2c(C#N)c(N)nc3c2CCCC3)s1	i	i	-3	i	i	i	i	i	-3	i	2
Cc1nn(C(C)C(=O)NCc2ccc(Cl)cc2)c(=O)c2cc3occc3n12 (stereo unspecified)	i	i	-8	i	i	i	i	i	-2	i	3
CC(N=C1NS(=O)(=O)c2ccccc21)C(=O)NCc1ccc2c(c1)OCO2 (stereo unspecified)	i	i	-10	i	i	i	i	i	6	i	2
C=CCOc1c(Cl)cc(/C=N/O)cc1OC	i	i	-4	i	i	i	i	i	3	i	11
CC1=C(C(=O)Nc2ccccc2F)C(c2ccsc2)C2=C(CC(C)(C)CC2=O)N1 (stereo unspecified)	i	i	-9	i	i	i	i	i	0	i	-68
O=C(NCc1ccc(Cl)cc1)c1cc(-c2cccs2)on1	i	i	-9	i	i	i	i	i	10	i	-7
Cc1cc(C)nc(N2CCCC(C(=O)Nc3cc(F)ccc3C)C2)n1 (stereo unspecified)	i	i	-8	i	i	i	i	i	8	i	-13
COC(=O)c1ccc(COc2ccc(Cl)cc2)o1	i	i	-6	i	i	i	i	i	-4	i	-3
COC(=O)c1sccc1NC(=O)Nc1cccc(Cl)c1Cl	i	i	-3	i	i	i	i	i	0	i	10
Cc1nc2ccccc2cc1OCc1ccccc1	i	i	-23	i	i	i	i	i	5	i	5
O=C(c1cccs1)N1CCN=C1SCc1ccc(F)cc1	i	i	-2	i	i	i	i	i	0	i	-6
CCC(Cc1ccccc1)NC(=O)C1CCC(CNc2c(N3CCCC3)c(=O)c2=O)CC1 (stereo unspecified)	i	i	-10	i	i	i	i	i	8	i	1
NC(=O)CSc1nnc(-c2cnccn2)n1Cc1ccco1	i	i	-4	i	i	i	i	i	3	i	·
Cc1c(S(=O)(=O)N2CCN(c3cccc(C(F)(F)F)c3)CC2)c(=O)n(C)c(=O)n1C	i	i	-6	i	i	i	i	i	-3	i	-2

Gathered by group: those above with two or more sulfur atoms (three)
SMILES	TRPC4 PAM	TRPC4 block	hERG protect	KCNQ1 inh	PolyA inhibitor	KCNQ1 pot	KCNK9 inh	TRPC4 agonist	Platelet DG rel	KCNK3 inh	DYRK1A inh
CCC(=O)N1CCCc2cc(S(=O)(=O)NCc3cccs3)ccc21	i	i	-7	i	i	i	i	i	-2	i	3
NS(=O)(=O)c1ccc(CCNC(=O)C2CCC(CNS(=O)(=O)c3ccc(Br)s3)CC2)cc1 (stereo unspecified)	i	i	-4	i	i	i	i	i	0	i	5
O=C(c1cccs1)N1CCN=C1SCc1ccc(F)cc1	i	i	-2	i	i	i	i	i	0	i	-6

Continued.
SMILES	TRPC4 PAM	TRPC4 block	hERG protect	KCNQ1 inh	PolyA inhibitor	KCNQ1 pot	KCNK9 inh	TRPC4 agonist	Platelet DG rel	KCNK3 inh	DYRK1A inh
CC(NC(=O)c1ccco1)C(=O)NC(C)c1cc(F)c(Cl)cc1Cl (stereo unspecified)	i	i	-11	i	i	i	i	i	-10	i	2
COc1ccc(OC)c(NC(=O)N[C@H](Cc2ccccc2)C(=O)NN)c1	i	i	3	i	i	i	i	i	6	i	-1
CC(C)N(Cc1nc(-c2ccccc2)no1)C(=O)C(C)(C)C	i	i	-10	i	i	i	i	i	7	i	-1
CCCCn1c(N)c(N(CCOC)C(=O)COC(=O)COc2c(C)cccc2C)c(=O)[nH]c1=O	i	i	-13	i	i	i	i	i	10	i	-7
CCCNC(=O)COC(=O)CCC(=O)c1cccs1	i	i	-6	i	i	i	i	i	2	i	-3
C/C(=C1/SC(N2CCOCC2)=NC1=O)c1ccc(Br)cc1	i	i	-8	i	i	i	i	i	-3	i	4
O=C(COC(=O)/C=C/c1ccc(Br)o1)Nc1ccc2[nH]c(=O)[nH]c2c1	i	i	-7	i	i	i	i	i	-10	i	4
O=C(NN1C(=O)CSC1=S)C(=O)NN1C(=O)CSC1=S	i	i	5.2*	i	i	i	i	i	3	i	-14
Cc1ccc2nc(SCC(=O)N3c4ccccc4CC3C)c(C)cc2c1 (stereo unspecified)	i	i	-13	i	i	i	i	i	-27	i	5
CCCCn1c(SCC2CCCO2)nc2cc(S(N)(=O)=O)ccc21 (stereo unspecified)	i	i	-6	i	i	i	i	i	-10	i	0
COc1ccc(CCNC(=O)CCN2C(=O)C3CC=CCC3C2=O)cc1OC (stereo unspecified)	i	i	-5	i	i	i	i	i	10	i	-7
CC(CC(=O)Nc1ccncc1)c1ccccc1 (stereo unspecified)	i	i	-4	i	i	i	i	i	2	i	-2
CCCNc1nc2c(c(=O)n(C)c(=O)n2C)n1Cc1cccc(C)c1	i	i	-2	i	·	i	i	i	7	i	-2
Cc1cc(NC(=O)COC(=O)CCNS(=O)(=O)c2ccccc2)n(-c2ccccc2)n1	i	i	-15	i	i	i	i	i	39	i	-14
CCOC(=O)c1c(C)[nH]c(C(=O)OCC(=O)NCCc2ccc(OCC)c(OCC)c2)c1C	i	i	-17	i	i	i	i	i	-5	i	-3
CCCCN(C(=O)CN1CC(C)OC(C)C1)c1c(N)n(CC(C)C)c(=O)[nH]c1=O (stereo unspecified)	i	i	-8	i	i	i	i	i	4	i	-5
COC(=O)c1ccc(C2/C(=C(\O)c3cccc(OC)c3)C(=O)C(=O)N2CCCN(C)C)cc1 (stereo unspecified)	i	i	-6	i	i	i	i	i	1	i	-1
COc1cccc(CC2(CO)CCCN(Cc3ccc(CO)o3)C2)c1 (stereo unspecified)	i	i	0	i	i	i	i	i	2	i	0
Cc1ccccc1CN1C(=O)CSc2ccc(C(=O)N3CCOCC3)cc21	i	i	-9	i	i	i	i	i	-10	i	-4
CC(C)Oc1ccc(C(=O)NCCCNC(=O)c2ccccn2)cc1	i	i	-3	i	i	i	i	i	-5	i	-3
COc1ccc(/C=C/C(=O)NC(=S)Nc2cc([N+](=O)[O-])ccc2O)cc1OC	i	i	-11	i	i	i	i	i	2	i	-1
O=C(CC1OC(=O)c2ccccc21)Nc1ccccc1N1CCOCC1 (stereo unspecified)	i	i	-10	i	i	i	i	i	16	i	2
CCC(=O)Nc1ccc2ccccc2c1	i	i	-2	i	i	i	i	i	-3	i	-7
Cc1ccc(C(=O)OC(C)C(=O)NC2CCCCC2C)cc1S(=O)(=O)N1CCCCC1 (stereo unspecified)	i	i	-6	i	i	i	i	i	0	i	-8
O=c1c2cc(N3CCOCC3)ccc2[nH]c(=S)n1CCCN1CCCCCC1	i	i	-9	i	i	i	i	i	-1	i	18
NS(=O)(=O)c1ccc2nc(NC(=O)Nc3ccccc3F)sc2c1	i	i	-10	i	i	i	i	i	-14	i	11
CCSc1nnc(Cn2c(=O)sc3ccccc32)n1-c1ccccc1C	i	i	-7	i	i	i	i	i	2	i	18
CCCN(CCC)CCCNC(=O)c1cc2c(=O)[nH]c3ccccc3c2n1C	i	i	-9	i	·	i	i	i	5	i	27
Cc1cc2ccccc2nc1SCC(=O)N1c2ccccc2CC1C (stereo unspecified)	i	i	-10	i	i	i	i	i	67*	i	7
Nc1nc2ccccc2nc1N1CCCC1	i	·	-8	i	i	i	i	i	8	i	6
CN1CCN(c2ccc(NC(=O)CN3CCOCC3)cc2F)CC1	i	i	-3	i	i	i	i	i	-5	i	·
